Screens from PubChem BioAssay.
Pf Dd2 inh = inhibitors of Plasmodium falciparum Dd2 growth | P. falciparum Dd2 growth, SYBR Green, 72 h; hits give low values | activity change, % at 10 µM | 2.3% of 94,000 active | AID 1159554; in the data active = activity change below about -80%
GASC1 inh = KDM4C (human) demethylase inhibition; GST-KDM4C 2-372, H3K9me3 peptide, LANCE TR-FRET; inhibition, % at 12.5 µM; Q9H3R0; 0.15% of 96,000 active; AID 720574;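 active = mean replicate inhibition above about 25%, with at least 55% of replicates also reaching it, limit read from the data, passing the limit was not always enough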
Target sequence (Q9H3R0 2-372 limits assumed): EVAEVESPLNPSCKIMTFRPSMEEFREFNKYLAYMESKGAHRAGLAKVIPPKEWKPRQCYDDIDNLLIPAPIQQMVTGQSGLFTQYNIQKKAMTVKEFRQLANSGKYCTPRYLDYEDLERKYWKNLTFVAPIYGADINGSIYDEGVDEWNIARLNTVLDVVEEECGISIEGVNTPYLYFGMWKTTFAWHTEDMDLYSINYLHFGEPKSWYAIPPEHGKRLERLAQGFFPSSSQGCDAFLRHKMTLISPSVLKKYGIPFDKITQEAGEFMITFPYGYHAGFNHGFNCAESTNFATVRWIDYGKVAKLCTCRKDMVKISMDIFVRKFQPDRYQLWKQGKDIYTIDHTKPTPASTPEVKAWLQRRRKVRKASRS
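Material: GST-tagged GASC-1 (JMJD2C) catalytic fragment, aa 2-372 / Quantity: enzyme final amount 10 nM / Medium: HEPES buffer, pH 7.5, plus ascorbate / Doses: one test concentration per compound / Incubation: 30 min reaction, 60 min detection, RT / Measured by: LANCE TR-FRET / Read-out: inhibition from TR-FRET ratio decrease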
T cruzi growth = blocks T. cruzi growth in NIH3T3 culture; T. cruzi beta-gal in NIH3T3, GalScreen luminescence, 90 h; inhibition, % at 8.34 µM; 5.9% of 77,000 active; AID 624255;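 active = mean inhibition above about 93%, with at least 55% of replicates each passing it, limit read from the data, passing the limit was not always enough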
C diff growth = inhibitors of Clostridium difficile growth; Clostridium difficile clinical isolate growth, OD600, 24 h; hits give low values; growth activity, negative = inhibition, % at 16 µg/mL (by protocol); 0.25% of 86,000 active; AID 1259249;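 active = mean growth activity at or below -80% and every replicate also at or below -80%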;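 also: 0% = DMSO wells and -100% = levofloxacin 16 µg/mL wells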
Numbers without * were called inactive; . = not tested or not shown; & = joins results of further samples; ! = a repeat was not active.

cpd	SMILES	Pf Dd2 inh	GASC1 inh
1	C[C@H](CO)N1C[C@H](C)[C@H](CN(C)S(=O)(=O)c2cn(C)cn2)Oc2ccc(NS(=O)(=O)c3cccs3)cc2CC1=O	16	-1.0
2	CCCNC(=O)N1CCC2(CC1)CN(C(C)=O)[C@H](CO)c1c2c2ccc(OC)cc2n1C	5	-0.6
3	O=C(C[C@H]1CC[C@@H](NC(=O)Nc2ccc(F)cc2)[C@@H](CO)O1)NCc1cccc(F)c1	.	1.2
4	CC(C)NC(=O)NCC[C@@H]1CC[C@@H](NC(=O)Nc2ccccc2)[C@@H](CO)O1	-1	-0.9
5	Cc1ccc(S(=O)(=O)Nc2ccc3c(c2)C(=O)N([C@H](C)CO)C[C@H](C)[C@H](CN(C)Cc2ccc4c(c2)OCO4)O3)cc1	-4	5.2
6	C[C@@H]1CCCCO[C@@H](CN(C)C(=O)NC2CCCCC2)[C@@H](C)CN([C@@H](C)CO)C(=O)c2cc(NC(=O)Nc3ccc(C(F)(F)F)cc3)ccc2O1	-48	1.0
7	CNC[C@H]1Oc2ncc(C#CC3CCCC3)cc2C(=O)N([C@@H](C)CO)C[C@H]1C	-42	-2.7
8	C[C@@H]1CCCCO[C@@H](CN(C)C(=O)Nc2ccc3c(c2)OCO3)[C@@H](C)CN([C@H](C)CO)C(=O)c2cc(N(C)C)ccc2O1	-6&-10	-0.7
9	COc1cccc(-c2ccc3c(c2)[C@H]2[C@H](CCN2C(=O)c2ccc(F)cc2)[C@H](CO)N3)c1	-13	1.6
10	O=C([C@H]1[C@H](CO)[C@H]2Cn3c(ccc(C4=CCCC4)c3=O)[C@@H]1N2Cc1nccs1)N1CCCCC1	11	0.6
11	C/C=C/c1cnc2c(c1)C(=O)N([C@H](C)CO)C[C@H](C)[C@H](CN(C)S(=O)(=O)c1ccccc1)O2	-10	-3.3
12	COCC#Cc1ccc2c(c1)O[C@@H](CN(C)S(=O)(=O)c1ccc(C)cc1)[C@H](C)CN([C@H](C)CO)S2(=O)=O	-65	-2.5

cpd	T cruzi growth	C diff growth
1	24	-2
2	.	-5
3	.	3
4	61	.
5	42	-4
6	83	12
7	-19	1
8	96*!	5&-2
9	27	-6
10	49	-1
11	44	2
12	67	1

Further results follow:
cpd	SMILES	Pf Dd2 inh	GASC1 inh
13	CCCNC(=O)Nc1ccc2c(c1)OC[C@H](C)N(C(=O)c1ccccc1F)C[C@H](C)[C@H](OC)CN(C)C2=O	-14	0.3
14	COc1ccc(S(=O)(=O)Nc2ccc3c(c2)CC(=O)N([C@H](C)CO)C[C@H](C)[C@H](CN(C)S(=O)(=O)c2ccc(Cl)cc2)O3)cc1	-56	-1.4
15	C[C@@H]1CN([C@@H](C)CO)S(=O)(=O)c2ccc(-c3cccc(C#N)c3)cc2O[C@@H]1CN(C)C(=O)Nc1ccccc1F	-33	0.3
16	C/C=C/c1cnc2c(c1)C(=O)N([C@H](C)CO)C[C@@H](C)[C@@H](CN(C)C(=O)c1cnccn1)O2	50	0.7
17	CCC(=O)N1C[C@H](C)[C@H](OC)CN(C)C(=O)c2ccc(NC(=O)COC)cc2OC[C@@H]1C	-9	-0.5
18	CNC[C@@H]1Oc2c(NC(=O)Nc3ccc(OC)cc3)cccc2C(=O)N([C@H](C)CO)C[C@H]1C	5	0.5
19	C[C@H](CO)N1C[C@H](C)[C@H](CN(C)C(=O)NC2CCCCC2)OCCCC[C@H](C)Oc2ccc(NC(=O)Nc3ccc(C(F)(F)F)cc3)cc2C1=O	-45	0.2
20	C[C@@H]1CN([C@H](C)CO)C(=O)c2cc(NC(=O)Nc3ccccc3)ccc2O[C@@H]1CN(C)Cc1ccc(-c2ccccc2)cc1	24	-3.9
21	CC(C)NC(=O)Nc1cccc2c1O[C@H](CN(C)C(=O)Nc1ccc(F)cc1)[C@@H](C)CN([C@@H](C)CO)C2=O	-39	-1.9
22	C[C@H](CO)N1C[C@H](C)[C@@H](CN(C)S(=O)(=O)c2ccccc2)Oc2c(NS(=O)(=O)c3cccs3)cccc2C1=O	23	-0.2
23	CO[C@H]1CN(C)C(=O)c2ccc(NC(=O)c3cc(C)on3)cc2OC[C@H](C)N(C(=O)C2CC2)C[C@H]1C	.	-0.7
24	C[C@@H]1CN([C@@H](C)CO)C(=O)c2cccc(NC(=O)CCCCCC(=O)Nc3ccccc3N)c2O[C@H]1CN(C)Cc1ccc(-c2ccccc2)cc1	-91*	-4.7

cpd	T cruzi growth	C diff growth
13	45	.
14	42	8
15	110*	3
16	.	.
17	-4	.
18	38	1
19	80	3
20	65	8
21	7	-5
22	-90	.
23	43	.
24	.	-5

(next part)
cpd	SMILES	Pf Dd2 inh	GASC1 inh
25	N#C[C@@H]1[C@H](c2ccccc2C2=CCCC2)[C@@H](CO)N1C(=O)c1cccc(F)c1	-71	0.4
26	C[C@@H]1CCCCO[C@@H](CN(C)S(=O)(=O)c2ccc(Cl)cc2)[C@@H](C)CN([C@@H](C)CO)C(=O)c2cc(NC(=O)c3ccccc3)ccc2O1	-78	11
27	N#C[C@H]1[C@@H](c2ccccc2C2=CCCC2)[C@H](CO)N1C(=O)C1CCCC1	32	-2.3
28	O=C(C[C@H]1CC[C@H]2NC[C@@H](O)COC[C@@H]2O1)NC1Cc2ccccc2C1	.	-1.1
29	O=C(C[C@H]1CC[C@@H](NC(=O)C2CC2)[C@H](CO)O1)NC1CCC1	24	0.1
30	CC=Cc1ccc2n(c1=O)C[C@@H]1[C@@H](CO)[C@H](C(=O)NCC(F)(F)F)[C@H]2N1C(=O)C1CCCC1 (mixture of isomers)	50	0.7
31	CN(C)CC#Cc1ccc([C@@H]2[C@@H](CO)N3C(=O)CN(C(=O)c4ccc(F)cc4)C[C@@H]23)cc1	7	3.6
32	C[C@H](CO)N1C[C@H](C)[C@H](CN(C)C(=O)Nc2ccccc2F)OCc2cnnn2CCCC1=O	-2	.
33	COc1cccc(-c2ccc([C@@H]3[C@H]4CN(CC5CCOCC5)CCCCN4[C@H]3CO)cc2)c1	20	.
34	COc1cccc(S(=O)(=O)N2C[C@@H]3N[C@H](C2)C3c2ccc(-c3cccc(C(=O)N(C)C)c3)cc2)c1 (stereo partly specified)	-26&-8	-1.8&0.2
35	Cc1noc(C)c1NC(=O)Nc1ccc2c(c1)C(=O)N(C)[C@H]1CC[C@H](CC(=O)N[C@@H]3CCN(Cc4ccccc4)C3)O[C@H]1CO2	12	2.5
36	O=C(C1CCC1)N1CC(=O)N2[C@H](C1)[C@H](c1ccc(C#CCc3ccccc3)cc1)[C@@H]2CO	-30	0.4

cpd	T cruzi growth	C diff growth
25	.	-7
26	86	12
27	.	-9
28	13	-2&-9
29	-35	.
30	.	-1
31	.	-12
32	-21	-2
33	78	-2
34	.	-10&0
35	39	-9
36	.	-11

Arranged by count of non-hydrogen atoms (smallest number first): 3 of the compounds above
cpd	SMILES	Pf Dd2 inh	GASC1 inh
2	CCCNC(=O)N1CCC2(CC1)CN(C(C)=O)[C@H](CO)c1c2c2ccc(OC)cc2n1C	5	-0.6
21	CC(C)NC(=O)Nc1cccc2c1O[C@H](CN(C)C(=O)Nc1ccc(F)cc1)[C@@H](C)CN([C@@H](C)CO)C2=O	-39	-1.9
22	C[C@H](CO)N1C[C@H](C)[C@@H](CN(C)S(=O)(=O)c2ccccc2)Oc2c(NS(=O)(=O)c3cccs3)cccc2C1=O	23	-0.2

cpd	T cruzi growth	C diff growth
2	.	-5
21	7	-5
22	-90	.

Carrying on.
cpd	SMILES	Pf Dd2 inh	GASC1 inh
37	CC(C)C#Cc1cnc2c(c1)C(=O)N([C@H](C)CO)C[C@H](C)[C@H](CN(C)C(=O)Nc1ccc(F)cc1)O2	-18	-0.7
38	C[C@H](CO)N1C[C@H](C)[C@@H](CN(C)Cc2ccc(Cl)c(Cl)c2)Oc2ccc(NC(=O)Nc3ccc(F)cc3)cc2C1=O	-12	-2.0
39	COc1ccc(-c2ccc3c(c2)[C@H]2[C@H](CCN2C(=O)NC2CCCCC2)[C@H](CO)N3C)cc1	-18	-1.3
40	CCc1csc(N2[C@@H](C#N)[C@@H](c3ccc(-c4cccc(F)c4)cc3)[C@@H]2CO)n1	6	-2.8
41	C[C@@H]1CN([C@@H](C)CO)S(=O)(=O)c2ccc(C#CC3CC3)cc2O[C@H]1CN(C)C(=O)CN(C)C	-33	-1.2
42	CO[C@H]1CN(C)C(=O)c2ccc(NC(=O)c3ccccc3F)cc2OC[C@@H](C)N(C(C)=O)C[C@@H]1C	-6	0.9
43	CO[C@@H]1CN(C)C(=O)c2cc(NS(=O)(=O)c3ccccc3C)ccc2OC[C@H](C)NC[C@@H]1C	22	1.0
44	CC(C)NC(=O)Nc1ccc2c(c1)CC(=O)N([C@@H](C)CO)C[C@@H](C)[C@H](CN(C)Cc1ccccc1)O2	-39	1.0
45	C[C@@H]1CN([C@H](C)CO)C(=O)c2cc(Br)cnc2O[C@H]1CN(C)C(=O)c1cccnc1	26	0.8
46	CO[C@H]1CN(C)C(=O)c2cc(NC(=O)Nc3ccc(F)cc3)ccc2OC[C@@H](C)NC[C@H]1C	9	0.7
47	COc1cccc(S(=O)(=O)N(C)C[C@H]2OCc3ccccc3-c3ccccc3C(=O)N([C@H](C)CO)C[C@H]2C)c1	-19	-0.4
48	CS(=O)(=O)Nc1ccc2c(c1)[C@H]1C[C@H](CC(=O)NCc3cccc(F)c3)O[C@H](CO)[C@H]1O2	3	-3.4

cpd	T cruzi growth	C diff growth
37	116*	14
38	37	15
39	42	-2
40	100*	5
41	-11	-14
42	1	.
43	2	-3
44	-12	-3
45	38	10
46	-26	-8
47	59	-3
48	.	-3

Among those listed so far, these have a cyano group.
cpd	SMILES	Pf Dd2 inh	GASC1 inh
15	C[C@@H]1CN([C@@H](C)CO)S(=O)(=O)c2ccc(-c3cccc(C#N)c3)cc2O[C@@H]1CN(C)C(=O)Nc1ccccc1F	-33	0.3
25	N#C[C@@H]1[C@H](c2ccccc2C2=CCCC2)[C@@H](CO)N1C(=O)c1cccc(F)c1	-71	0.4
27	N#C[C@H]1[C@@H](c2ccccc2C2=CCCC2)[C@H](CO)N1C(=O)C1CCCC1	32	-2.3
40	CCc1csc(N2[C@@H](C#N)[C@@H](c3ccc(-c4cccc(F)c4)cc3)[C@@H]2CO)n1	6	-2.8

cpd	T cruzi growth	C diff growth
15	110*	3
25	.	-7
27	.	-9
40	100*	5

(more compounds)
cpd	SMILES	Pf Dd2 inh	GASC1 inh
49	Cc1ccc(S(=O)(=O)Nc2ccc3c(c2)C(=O)N([C@H](C)CO)C[C@@H](C)[C@@H](CN(C)C(=O)Nc2ccc4c(c2)OCO4)OCCCC[C@H](C)O3)cc1	-25	-0.4
50	C[C@@H]1CCCCO[C@@H](CN(C)S(=O)(=O)c2ccccc2)[C@@H](C)CN([C@@H](C)CO)C(=O)c2cc(NC(=O)Nc3ccccc3)ccc2O1	-75	.
51	COc1ccc(C#Cc2cccc(-c3nc(C(=O)N[C@@H]4CCN(Cc5ccccc5)C4)cc4c3[C@H](CCO)N(S(=O)C(C)(C)C)C4)c2)cc1OC (stereo partly specified)	-84*	.
52	COc1ccc(NC(=O)N(C)C[C@H]2Oc3c(NC(=O)C4CC4)cccc3C(=O)N([C@@H](C)CO)C[C@@H]2C)cc1	27	0.6
53	COc1ccc(S(=O)(=O)N(C)C[C@@H]2OCCCC[C@H](C)Oc3ccc(NS(=O)(=O)c4cn(C)cn4)cc3C(=O)N([C@H](C)CO)C[C@@H]2C)cc1	-31	-1.1
54	CO[C@H]1CN(C)C(=O)c2cc(NC(C)=O)ccc2OC[C@H](C)N(C(=O)c2ccc(F)cc2)C[C@H]1C	-17	2.2
55	COc1ccc(NC(=O)N(C)C[C@@H]2Oc3ccc(NS(=O)(=O)c4c(C)noc4C)cc3C(=O)N([C@H](C)CO)C[C@@H]2C)cc1	-2	-0.9
56	CCS(=O)(=O)N1CC(=O)N2[C@H](CO)[C@H](c3ccc(-c4ccc(F)cc4)cc3)[C@@H]2C1	22	-1.2
57	COc1ccc(NC(=O)Nc2ccc3c(c2)C(=O)N([C@@H](C)CO)C[C@H](C)[C@@H](CN(C)C(=O)Nc2ccc(F)cc2)OCCCC[C@H](C)O3)cc1	-49	-1.7
58	O=C(c1ccncc1)N1CC2(C1)[C@@H](c1ccccc1)[C@H](CO)N2C(=O)c1ccncc1	21	1.8
59	O=C(C[C@@H]1C=C[C@@H](NC(=O)CCN2CCCCC2)[C@@H](CO)O1)Nc1nccs1	4	0.5

cpd	T cruzi growth	C diff growth
49	.	0
50	30	.
51	.	-3
52	-18	0
53	65	-5
54	-26	.
55	58	.
56	.	0
57	109*	4
58	.	-4
59	95	.
